# UHRF1 MBD2 ctr: human UHRF1 methylated DNA binding inhibitors | Q96T88 | UHRF1 binding to methylated oligo, TR-FRET | inhibition, % at 4.4 µM | 370,000 tested, 0.75% active; in the data active = inhibition above about 21%;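 also: UHRF1 SRA domain binding a hemimethylated CpG hairpin DNA probe; 0% = median of test compound wells and 100% = reference inhibitor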
# mABHD4 FP: ABHD4 (mouse) inhibition, primary FP screen. 370,000 tested, 0.54% active. purified mABHD4, FP-Rh probe fluorescence polarization. inhibition, % at 8.92 µM. Q8VD66;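 active = inhibition exceeding the mean over every tested compound plus 3 SD, cut at about 30% in these data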;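 also: 0% = plate median of compound wells and 100% = S159A mutant with DMSO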
#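 Material: mouse ABHD4 enzyme, wild type; Benchmarks: S159A mutant high control, sample median low control; Buffer or medium: HEPES pH 7.0, NaCl, Pluronic buffer; Signal: fluorescence polarization; Read-out: percent inhibition of probe binding, normalized to plate controls; Timing: pre-incubation 45 min, probe exposure 60 min, at 25 °C; Dosing: 8.92 µM, single dose.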
# PRMT1 inh: blocks human protein arginine methyltransferase 1; 370,000 tested, 1.3% active; recombinant PRMT1, activity-based probe fluorescence polarization; inhibition, % at 2.79 µM; Q99873;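 active = inhibition above about 21% made by adding two undisclosed values, limit read from the data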
# GC-B act: GC-B (human) receptor activation. P20594. HEK293-GC-B cells, CNP EC30, cGMP TR-FRET; 0% at EC30 CNP, 100% saturating CNP. activation, % at 10 µM. 370,000 tested, 0.11% active;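 active = activation at 10 µM reaching about 35% in either raw or pattern-adjusted values, limit read from the data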
# GC-A act: GC-A (human) enzyme activation; AID 1671463; activation, % at 10 µM; 370,000 tested, 0.14% active; HEK293 GC-A cells, cGMP TR-FRET, EC30 ANP; 0% at EC30 ANP, 100% saturating ANP; P16066; in the data active = activation above about 40%
# TCR CD3 inh: blocks the human TCR-CD3 interaction; 360,000 tested, 0.37% active; AID 651800; inhibition, % at 9.4 µM; TAMRA-labeled TCR probe fluorescence, biochemical; in the data active = inhibition above about 19%;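 also: recombinant mutant TCR 2C K166C tagged with TAMRA read by polarization; 0% = receptor in buffer alone and 100% = receptor with positive control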
# HTRA1 inhibitor: HTRA1 (human) protease inhibition | 340,000 tested, 0.5% active | inhibition, % at 5.96 µM | recombinant HTRA1, FP-rhodamine activity-based probe, fluorescence polarization | AID 504803; in the data active = inhibition above about 36%;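 also: 0% = enzyme with DMSO and 100% = wells lacking enzyme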
# rCAG RNA binder: binds r(CAG) RNA repeats. 370,000 tested, 1.3% active. r(CAG) RNA repeat, TO-PRO-1 dye displacement fluorescence. inhibition, % at 3 µM;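 active = inhibition above the plate cutoff, the mean of all test compounds on that plate plus 3 SD, cut at about 35% in these data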;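 also: 0% = DMSO alone and 100% = 100 µM mitoxantrone as full dye displacement; higher means more dye released from RNA so lower well fluorescence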
# SIAE inh: human SIAE inhibition, primary screen; Q9HAT2; SIAE FP-Rh probe binding, fluorescence polarization; inhibition, % at 9.66 µM; 370,000 tested, 0.69% active; AID 1053197;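 active = inhibition above a cutoff: mean of compounds within the control limits plus 3 SD of those, cut at about 17% in these data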;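 also: 0% = plate median of compound wells and 100% = probe without SIAE protein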
# Target sequence (Q9HAT2 whole entry, looked up): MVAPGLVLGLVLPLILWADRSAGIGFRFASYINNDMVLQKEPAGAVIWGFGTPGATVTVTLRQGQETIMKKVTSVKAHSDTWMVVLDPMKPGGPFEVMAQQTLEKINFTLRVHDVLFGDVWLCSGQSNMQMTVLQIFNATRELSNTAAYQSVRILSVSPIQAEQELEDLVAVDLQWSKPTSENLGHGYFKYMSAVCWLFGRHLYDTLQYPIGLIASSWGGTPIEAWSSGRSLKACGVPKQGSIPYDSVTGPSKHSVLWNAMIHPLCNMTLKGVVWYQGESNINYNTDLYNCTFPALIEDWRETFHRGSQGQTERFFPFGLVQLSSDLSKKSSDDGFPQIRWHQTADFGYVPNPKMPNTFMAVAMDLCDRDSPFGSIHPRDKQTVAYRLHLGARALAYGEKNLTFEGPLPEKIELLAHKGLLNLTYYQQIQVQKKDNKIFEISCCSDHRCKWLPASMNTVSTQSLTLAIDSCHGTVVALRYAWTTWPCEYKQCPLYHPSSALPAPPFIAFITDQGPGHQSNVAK
# MBD2 inh: inhibitors of human MBD2 binding to methylated oligonucleotide; Q9UBB5; TR-FRET; inhibition, % at 4.4 µM; 370,000 tested, 0.31% active; in the data active = inhibition above about 13%
# Target sequence (Q9UBB5 whole entry, looked up): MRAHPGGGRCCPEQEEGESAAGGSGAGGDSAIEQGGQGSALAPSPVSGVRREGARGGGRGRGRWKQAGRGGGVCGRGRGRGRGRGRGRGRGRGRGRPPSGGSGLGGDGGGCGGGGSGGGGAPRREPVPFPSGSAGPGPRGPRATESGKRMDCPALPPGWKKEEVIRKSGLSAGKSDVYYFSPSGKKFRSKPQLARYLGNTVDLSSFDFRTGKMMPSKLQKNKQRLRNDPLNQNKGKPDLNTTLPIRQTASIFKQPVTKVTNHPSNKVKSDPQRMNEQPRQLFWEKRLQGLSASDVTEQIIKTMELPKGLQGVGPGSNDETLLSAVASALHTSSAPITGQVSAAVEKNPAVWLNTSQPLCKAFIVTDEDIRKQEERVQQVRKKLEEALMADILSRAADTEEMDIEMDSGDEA
# Numbers without * were called inactive; / = not tested or not shown; & = joins results of further samples.
SMILES,UHRF1 MBD2 ctr,mABHD4 FP,PRMT1 inh,GC-B act,GC-A act,TCR CD3 inh,HTRA1 inhibitor,rCAG RNA binder,SIAE inh,MBD2 inh
Cc1cc(CCN2CCC(=O)NC2=S)ccc1OC(C)C,1,-1,-2,0,-4,-1,2,-3,-1,-1
Cc1ccn2c(Cc3ccccc3)c(-c3ccc(Br)cc3)nc2c1,20,-5,0,27,18,6,-88,3,-5,9
COc1ccccc1CNn1c(-c2cccc(C)c2)nc2ccccc2c1=O,-2,-7,1,7,-3,5,-28,-7,3,0
CC1CCCCC1NC(=O)COC(=O)/C=C/c1ccco1 (stereo not given),0,2,2,3,1,-1,8,2,6,1
CCOC(=O)C1=C(C)C(c2ccc(OC)cc2OC)NC(=O)N1 (stereo not given),5,1,-3,-1,0,4,2,-1,4,5
CCOc1ccc(NC(=O)c2ccc3c(=O)n4c(nc3c2)CCCCC4)cc1,-1,3,0,1,3,-1,-3,-2,2,-2
COc1ccc(C(=O)NCC(=O)c2ccccc2)cc1,-1,1,-1,0,3,3,1,-2,-1,-9
CN1CCc2ccccc2C1C1CCNCC1 (stereo not given),-1,1,1,3,-2,1,3,0,0,-4
CCOc1ccccc1NC(=S)C(=C([O-])c1ccc2c(c1)OCCO2)[n+]1ccc(CC)cc1,-5,2,9,5,-3,-11,/,12,-1,-2
Cc1cccc(NC(=O)c2ccoc2C)n1,0,1,-3,2,5,-6,5,0,8,5
CC(NC(=O)Nc1ccccn1)N1C(=O)C2C3C=CC(C3)C2C1=O (stereo not given),7,3,-2,-2,-2,2,3,-1,-6,3
Cn1cnnc1SCC(=O)c1cc2ccccc2o1,2,-5,-2,3,-2,-2,-3,10,0,4
CN(CC(=O)Nc1ccc(F)cc1)C(=O)c1cccc(S(=O)(=O)N2CCN(c3ccc(F)cc3)CC2)c1,-3,-2,1,-3,-2,1,-8,9,2,1
O=C(COc1cccnc1[N+](=O)[O-])Nc1ccc2c(c1)OC(F)(F)O2,-3,0,-2,0,10,9,-4,1,-1,0
CCC1NC(=O)c2cc3ccccc3cc2-n2c1nc1ccc(OC)cc1c2=O (stereo not given),-1,-6,-2,-2,0,1,-13,3,1,5
CC1=C(C(=O)N2CCCC(N3CCN(c4ccccc4F)CC3)C2)OCCO1 (stereo not given),-1,3,-1,3,3,-5,2,-7,4,-3
COc1ccc(CNC(=O)c2ccc(C(C)(C)C)cc2)cc1,2,-4,-1,2,1,-2,-14,-4,-10,0
CSc1ccc(C(=O)/C=C/c2ccc(N)cc2)cc1,-4,-9,0,-5,-2,3,-10,7,0,2
CNc1oc(-c2cccs2)nc1C#N,-2,-2,0,3,5,-2,1,0,1,-3
Cn1c(=O)c2c(ncn2CC(=O)OCC(=O)Nc2cc(Cl)ccc2Cl)n(C)c1=O,-1,10,1,-7,-2,1,3,-4,0,6

# Not a retest: entries from further up.
SMILES,UHRF1 MBD2 ctr,mABHD4 FP,PRMT1 inh,GC-B act,GC-A act,TCR CD3 inh,HTRA1 inhibitor,rCAG RNA binder,SIAE inh,MBD2 inh
CC(NC(=O)Nc1ccccn1)N1C(=O)C2C3C=CC(C3)C2C1=O (stereo not given),7,3,-2,-2,-2,2,3,-1,-6,3
Cn1cnnc1SCC(=O)c1cc2ccccc2o1,2,-5,-2,3,-2,-2,-3,10,0,4
CN(CC(=O)Nc1ccc(F)cc1)C(=O)c1cccc(S(=O)(=O)N2CCN(c3ccc(F)cc3)CC2)c1,-3,-2,1,-3,-2,1,-8,9,2,1

# Another view of part of the listing above.
# Values in the order – UHRF1 MBD2 ctr	mABHD4 FP	PRMT1 inh	GC-B act	GC-A act	TCR CD3 inh	HTRA1 inhibitor	rCAG RNA binder	SIAE inh	MBD2 inh
> CN(CC(=O)Nc1ccc(F)cc1)C(=O)c1cccc(S(=O)(=O)N2CCN(c3ccc(F)cc3)CC2)c1
  -3	-2	1	-3	-2	1	-8	9	2	1
> O=C(COc1cccnc1[N+](=O)[O-])Nc1ccc2c(c1)OC(F)(F)O2
  -3	0	-2	0	10	9	-4	1	-1	0
> CCC1NC(=O)c2cc3ccccc3cc2-n2c1nc1ccc(OC)cc1c2=O (stereo not given)
  -1	-6	-2	-2	0	1	-13	3	1	5
> CC1=C(C(=O)N2CCCC(N3CCN(c4ccccc4F)CC3)C2)OCCO1 (stereo not given)
  -1	3	-1	3	3	-5	2	-7	4	-3
> COc1ccc(CNC(=O)c2ccc(C(C)(C)C)cc2)cc1
  2	-4	-1	2	1	-2	-14	-4	-10	0
> CSc1ccc(C(=O)/C=C/c2ccc(N)cc2)cc1
  -4	-9	0	-5	-2	3	-10	7	0	2

# Additional compounds.
SMILES,UHRF1 MBD2 ctr,mABHD4 FP,PRMT1 inh,GC-B act,GC-A act,TCR CD3 inh,HTRA1 inhibitor,rCAG RNA binder,SIAE inh,MBD2 inh
O=S(=O)(NCCc1csc(-c2cccnc2)n1)c1cc(F)ccc1F,0,5,-3,8,-2,7,-2,-3,8,-7
Cc1cc(NC(=O)C(C)C)n(-c2nc3ccccc3s2)n1,0,-9,2,0,-1,-12,-1,2,-3,7
CCCCC(=O)N(CCC)CCC,4,0,1,-6,1,-5,-1,-2,1,3
COc1cccc(C2NC(=O)N(CCCC(=O)O)C(C)=C2C(=O)OCc2ccccc2)c1 (stereo not given),-1,10,1,-3,0,7,/,2,9,2
CCOc1ccc2[nH]cc(S(=O)(=O)c3ccc(Cl)cc3)c(=O)c2c1,2,-9,2,-1,-2,-10,-19,7,3,6
CN(C)CCN(Cc1ccccc1)C(c1cc2ccccc2o1)c1nnnn1C(C)(C)C (stereo not given),12,1,-2,-13,-20,4,/,6,-1,-2
O=C(NCCc1nc2ccccc2[nH]1)c1ccco1,-1,-6,-3,-2,1,2,7,-1,-3,2
C/C(=N\NC(=O)c1nnn(-c2nonc2N)c1-c1cccs1)c1ccncc1,1,-14,-2,-5,-4,8,-3,0,-4,-9
Cc1cc(-c2ccc(F)cc2)nc2cc(C(N)=O)nn12,-2,1,-3,20,12,4,-9,7,1,2
COc1ccc(CSc2nnnn2-c2ccc(C(N)=O)cc2)cc1[N+](=O)[O-],0,-5,-2,2,-5,4,5,3,-7,-4
O=C(CS(=O)(=O)c1ccc(F)cc1)N1CCOCC1,2,4,-3,3,0,0,7,0,-2,2
COc1ccccc1CNCc1ccc(OC)c2ccccc12,1,5,5,-12,-11,-2,9,9,-5,-5
CCN(CC(=O)Nc1ccccc1OC)C(=O)C1CCC1,7,-10,4,4,0,2,2,-5,-6,1
CCN(CC)S(=O)(=O)c1cccc(C(=O)Nc2cc(C)nn2-c2ccccc2)c1,4,-6,3,0,-2,0,0,0,1,7
COc1ccc(S(=O)(=O)N2CCCCCC2)cc1N(C)S(=O)(=O)c1ccc(C)cc1,0,1,2,3,0,0,-25,-2,2,0
C[C@]1(C(=O)O)Cc2oncc2C[C@@H]1C(=O)O,-1,-1,2,2,0,5,5,2,-16,1
C[C@@H]1C[C@H](O)c2cc(Cl)ccc2N1,-3,10,4,9,0,-8,-1,2,2,3
CCn1c(SCc2cccc(F)c2)nnc1-c1ccncc1,-2,-6,-4,-1,4,3,3,-5,3,-6
c1ccc(CCN2CN=C(Nc3nc4ccccc4s3)NC2)cc1,-1,7,-1,-7,3,-6,-2,1,7,2
Cc1ccc(C(=O)C[n+]2cc(-c3ccccc3)n3c2CCCCC3)cc1,-1&-1,2&0,2&-3,4&-2,4&3,-3&-5,8&1,-1&-1,-3&1,2&1
CCn1c(SCC(=O)Nc2sc3c(c2C#N)CCCC3)nnc1-c1ccncc1,2,-16,-6,-1,-4,4,8,3,8,-8
CCOc1ccc2nc(S(=O)(=O)NC(=O)C3(C)CCN3C(=O)c3cc(C)n(C)n3)sc2c1 (stereo not given),2,-7,3,-6,-1,-6,/,8,5,7
CNC(=O)NC(=O)CSc1nc(-c2cccs2)c(C#N)c(=O)[nH]1,4,-6,0,23,45*,-7,11,6,-3,2
Cc1cc(C)cc(OCC(=O)Nc2cccc(C(=O)O)c2)c1,-3,-7,0,-4,-2,7,3,5,8,-1
Cc1ccc(-c2nnn(CC(=O)N(Cc3ccco3)C(C(=O)NC(C)(C)C)c3ccncc3)n2)o1 (stereo not given),2,2,-1,-2,-2,4,-5,-4,0,3
CCOC(=O)c1cc2cc(OCc3ccccc3)ccc2nc1C,1,-13,2,0,4,2,-35,5,-7,3
Oc1c(CN2CCCC(C(F)(F)F)C2)cc(Cl)c2ccccc12 (stereo not given),-4,14,17,-7,-4,4,1,7,10,-3
CCOC(=O)c1c(NC(=O)c2cccs2)sc2c1CCCC2,1,-1,-4,-14,-16,5,-1,1,4,-6
COc1ccc(N(CC(=O)NC2CCCC2)S(=O)(=O)c2ccc(NC(C)=O)cc2)cc1,2,-4,-1,-1,-3,-3,-9,2,-6,3
Cc1ccccc1OCC(=O)OCC(=O)Nc1ccc(Cl)cn1,0,0,3,-6,1,-5,-8,0,-5,0
Cc1nn(-c2ccccc2)c(Oc2ccc(F)cc2)c1/C=N/n1cnnc1,0,2,-3,-6,-4,-7,-2,-8,5,-4
Cc1ccc(CN2CCN(Cc3c(C)nn(C(C)C)c3C)CC2CCO)o1 (stereo not given),0,-2,-1,1,4,-4,-1,-6,0,0
Cc1ccccc1NC(=O)COC(=O)c1cc[n+]([O-])cc1,3,0,1,2,0,-8,3,-3,6,1
CCc1nnc(SCC(=O)Nc2ccc(N3CCN(S(C)(=O)=O)CC3)cc2)o1,2,6,-2,7,3,-5,8,0,5,0
COC(=O)Nc1ccc(S(=O)(=O)N2CCCC(C(=O)N3CCC(C)CC3)C2)cc1 (stereo not given),7,-2,6,-3,-6,-11,-4,0,-9,1
CCc1nc2ccc(C(=O)Nc3ccc4c(c3)OCO4)cc2nc1CC,-4,2,-1,-2,2,3,-7,-8,3,0
CC(OC(=O)C1=COCCO1)C(=O)Nc1ncc(Cl)cc1Cl (stereo not given),-1,2,0,-1,2,2,2,2,-1,0

# Screening results from PubChem.

# This is a subset (hit frequency here may not be typical).
